H69AR inhibit: proliferation blockers of H69AR lung cancer cells, primary screen, cell-based, human, 86K library; viability, % at 10 µM; H69AR lung tumor viability, ATP luminescence, 72 h; active compounds read low; 6% of 85,000 active;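 active means viability at or below 40%; inactive means viability above 40%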;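 further: multidrug resistant small cell line overexpressing MRP-1 efflux transporter; 100% = mean luminescence of untreated control wells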
HUVEC inhibit: inhibitors of HUVEC proliferation, primary screen, cell-based, 384-well. CellTiter-Glo luminescence, 72 h; active compounds read low. AID 648, 2007. 1.1% of 86,000 active. viability, % at 10 µM (by protocol);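 active means viability at or below 30%; inactive means viability above 30%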;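 further: 100% = median luminescence of DMSO-only cell control wells on each plate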
PostGolgi ctrl: growth inhibition of yeast control strain, primary screen, counter-screen for post-Golgi transport modulator project; efflux-deficient yeast background strain, growth absorbance A615, 16 h; inhibition, % at 10 µM; 5% of 98,000 active; in the data active means inhibition above about 30%
PTPN22 act: LYP phosphatase activators, primary screen, biochemical, DiFMUP fluorescence, 2 µM. Tyrosine-protein phosphatase non-receptor type 22 (Homo sapiens), Q9Y2R2. recombinant LYP; 0 = plate median, 100 = signal doubled. activation, % at 2 µM. 0.11% of 96,000 active. AID 697, 2007;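 active means activation at 2 µM above a set limit, the mean plus 5 SD, cut at about 37% in these data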
S1P2 antag: human S1P2 receptor antagonists, primary screen, cell-based; Sphingosine 1-phosphate receptor 2 (Homo sapiens), O95136; cell-based S1P2 antagonist assay, inhibition at 5 uM; inhibition, % at 5 µM; 0.21% of 97,000 active; AID 736, 2007; in the data active means inhibition above about 45%;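 further: CRE beta-lactamase reporter cells expressing human S1P2 stimulated with S1P; 0% = agonist at EC80 alone and 100% = agonist plus reference antagonist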
Target sequence (O95136 whole entry, looked up): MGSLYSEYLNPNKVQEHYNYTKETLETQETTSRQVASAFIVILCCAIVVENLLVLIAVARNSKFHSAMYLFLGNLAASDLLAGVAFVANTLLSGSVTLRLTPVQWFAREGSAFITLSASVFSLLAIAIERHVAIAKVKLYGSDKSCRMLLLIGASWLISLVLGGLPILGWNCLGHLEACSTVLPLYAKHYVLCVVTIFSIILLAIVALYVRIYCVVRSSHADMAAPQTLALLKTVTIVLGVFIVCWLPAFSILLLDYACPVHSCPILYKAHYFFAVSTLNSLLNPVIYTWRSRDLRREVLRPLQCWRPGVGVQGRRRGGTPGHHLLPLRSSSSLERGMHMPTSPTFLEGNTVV
Fibroblast inh: antiproliferative effect on LL 47 fibroblasts – human, LL 47 cells, CellTiter-Glo luminescence, primary screen; LL 47 human lung fibroblast viability, ATP luminescence; active compounds read low; viability, % at 10 µM; AID 719, 2007; 1.1% of 85,000 active;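 active means viability at or below 50% in the single dose screen; inactive means viability above 50%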;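 further: compound exposure lasted 72 h before the ATP readout; 100% = median luminescence of untreated cell-only wells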
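Times – overnight cell rest, 72 h compound treatment at 37 °C · Test system – human lung fibroblast line LL 47, low passage · Amount – 1,150 cells in each well · Controls – cell-only wells, no compound · Doses – 0.1% DMSO in all compound wells · Measured by – CellTiter-Glo luminescence · Buffer or medium – IMEM plus 15% FBS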
S1P2 agonist: S1P2 receptor agonists, primary screen, cell-based; S1P2-expressing cell line, agonist reporter read-out; activation, % at 4.5 µM; 0.46% of 97,000 active; Sphingosine 1-phosphate receptor 2 (Homo sapiens), O95136; in the data active means activation above about 16%;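 further: 0% = vehicle low control and 100% = maximal reference agonist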
sEH activator: soluble epoxide hydrolase activators, primary screen, biochemical, human sEH; 0.04% of 91,000 active; activation, % at 2 µM; purified human sEH enzymatic activity, activator screen; Bifunctional epoxide hydrolase 2 (Homo sapiens), P34913; in the data active means activation above about 37%; further: values of inactives mirror those of a sister screen read the other way
Target sequence (P34913 whole entry, looked up): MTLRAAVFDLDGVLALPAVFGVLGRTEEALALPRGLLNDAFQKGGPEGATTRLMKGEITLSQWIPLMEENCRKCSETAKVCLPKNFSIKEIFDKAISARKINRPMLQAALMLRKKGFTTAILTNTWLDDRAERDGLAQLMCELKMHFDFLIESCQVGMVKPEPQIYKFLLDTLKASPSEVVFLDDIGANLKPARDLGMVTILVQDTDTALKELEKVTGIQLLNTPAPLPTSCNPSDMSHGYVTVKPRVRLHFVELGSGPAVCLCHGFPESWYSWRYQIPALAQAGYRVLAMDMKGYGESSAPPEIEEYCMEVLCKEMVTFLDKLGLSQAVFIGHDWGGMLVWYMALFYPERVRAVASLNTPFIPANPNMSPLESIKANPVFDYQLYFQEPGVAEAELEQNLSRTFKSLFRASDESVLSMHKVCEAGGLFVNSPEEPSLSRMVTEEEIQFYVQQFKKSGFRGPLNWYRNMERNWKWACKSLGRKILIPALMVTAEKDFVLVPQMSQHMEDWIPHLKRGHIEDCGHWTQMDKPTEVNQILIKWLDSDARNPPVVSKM
sEH inh: soluble epoxide hydrolase inhibitors, primary screen, biochemical, human sEH. inhibition, % at 2 µM. 0.34% of 91,000 active. recombinant human sEH enzymatic activity assay. AID 707, 2007. Bifunctional epoxide hydrolase 2 (Homo sapiens), P34913; in the data active means inhibition above about 80%; further: values of inactives mirror those of a sister screen read the other way; many of its hits are not listed in these tables
* marks the source's active call; other numbers are inactive results; . = not tested or not shown. An excerpt; rates above refer to the full screens.

SMILES	H69AR inhibit	HUVEC inhibit	PostGolgi ctrl	PTPN22 act	S1P2 antag	Fibroblast inh	S1P2 agonist	sEH activator	sEH inh
O=C(Cn1cnc2c(cnn2-c2ccc(F)cc2)c1=O)N1CCCc2ccccc21	94	105	.	11	-11	96	-1	5	-2
CC(/C=N\N1CCN(c2ccc(Cl)cc2)CC1)=C\c1ccccc1	.	.	9	-4	-15	.	-3	6	-2
Cc1ccc(C(=O)NCc2cccs2)cc1S(=O)(=O)N1CCCCC1	98	103	9	.	.	99	.	.	.
Cc1nnc(SCC(=O)OC2CC(C)CCC2C(C)C)[nH]c1=O (configuration not stated)	82	101	10	0	2	100	-2	-7	6
Cc1ccc(-c2csc3nnc(SCC(=O)Nc4cccc(C)n4)n23)cc1	95	88	-6	-2	-11	103	-10	-6	6
CCOC(=O)N1CCN(C(=O)NC2CCCCC2)CC1	98	100	-7	1	-12	110	1	-14	14
COc1ccc(-c2nn3c(-c4cccc(C)c4)nnc3s2)cc1OC	.	.	.	-7	-33	.	2	-5	7
COc1ccc(NC(=O)CSc2nnc(-c3ccccc3C)n2N)cc1OC	95	103	1	19	12	103	-1	-6	3
Cc1sc(NC(=O)c2ccco2)c(C(c2cccnc2)N2CCN(C)CC2)c1C (configuration not stated)	84	97	15	2	18	101	-5	.	.
O=C(Nc1cccc(Cl)c1)N(CCN1CCOCC1)Cc1ccccc1F	51	84	7	-6	17	88	-1	-11	10
O=C(Nc1nnc(C23CC4CC(CC(C4)C2)C3)s1)c1ccco1	74	98	8	-7	2	93	0	-13	17
COc1ccc(-c2ccc(C3C(C#N)=C(N)Oc4n[nH]c(C)c43)o2)cc1 (configuration not stated)	43	58	7	6	-14	63	-6	4	-1
O=C(CCCn1c(=O)[nH]c2ccccc2c1=O)NC1CCCCCC1	92	98	5	6	32	96	-11	-43	44
O=C(NCc1cccs1)C1CCC(CNS(=O)(=O)c2cccs2)CC1 (configuration not stated)	92	102	1	1	-15	93	-3	-57	58
CS(=O)(=O)N1CCN(c2ccc(NC(=O)c3ccc(-c4ccc(Cl)cc4)o3)cc2)CC1	29*	38	0	7	10	72	-1	-9	12
CCOc1ccc(C2=Cc3cc(OC)c(OC)cc3C(=C(Cl)Cl)O2)cc1	43	54	1	-4	-9	101	-8	-2	-3
CCCCOC(=O)C1Cc2ccccc2C(=O)O1 (configuration not stated)	106	97	6	8	-3	95	-1	1	0
COc1cccc(NC(=O)Cn2nnc(C(=O)Nc3ccccc3)c2N)c1	89	82	1	-6	7	99	-2	14	-13
CCN1C(=O)C2C(c3ccccc3F)NC(Cc3ccc(O)cc3)(C(=O)OC)C2C1=O (configuration not stated)	97	93	-6	2	1	94	-8	-12	13
CC(C)(C)c1[nH]c2ccccc2c1/C=N/O	85	99	-10	7	-15	101	-3	8	-11
CCOC1(OCC)N=C(N)C2(C#N)C(c3ccc(NC(C)=O)cc3)C12C#N (configuration not stated)	79	97	17	-1	-15	95	7	4	-4
Cc1ccc(-c2nn(-c3ccccc3)cc2/C=N/NC(=O)c2ccc3c(c2)OCO3)cc1	.	.	10	-4	11	.	-8	4	-6
N#Cc1ccc(-c2ccco2)nc1SCC(=O)c1ccc(Cl)cc1	6.2*	38	9	8	17	93	-10	.	.
COc1cccc(C(=O)NCc2ccc(N3CCN(C(=O)OC(C)(C)C)CC3)cc2)c1	.	.	9	-4	13	.	-3	-10	10

In the list so far, these have a furan ring, fused or not:
SMILES	H69AR inhibit	HUVEC inhibit	PostGolgi ctrl	PTPN22 act	S1P2 antag	Fibroblast inh	S1P2 agonist	sEH activator	sEH inh
Cc1sc(NC(=O)c2ccco2)c(C(c2cccnc2)N2CCN(C)CC2)c1C (configuration not stated)	84	97	15	2	18	101	-5	.	.
O=C(Nc1nnc(C23CC4CC(CC(C4)C2)C3)s1)c1ccco1	74	98	8	-7	2	93	0	-13	17
COc1ccc(-c2ccc(C3C(C#N)=C(N)Oc4n[nH]c(C)c43)o2)cc1 (configuration not stated)	43	58	7	6	-14	63	-6	4	-1
CS(=O)(=O)N1CCN(c2ccc(NC(=O)c3ccc(-c4ccc(Cl)cc4)o3)cc2)CC1	29*	38	0	7	10	72	-1	-9	12
N#Cc1ccc(-c2ccco2)nc1SCC(=O)c1ccc(Cl)cc1	6.2*	38	9	8	17	93	-10	.	.

(more compounds)
SMILES	H69AR inhibit	HUVEC inhibit	PostGolgi ctrl	PTPN22 act	S1P2 antag	Fibroblast inh	S1P2 agonist	sEH activator	sEH inh
O=C(CSc1nnc(CNc2ccc(F)cc2)n1CC1CCCO1)Nc1ccccc1 (configuration not stated)	80	102	.	-12	-4	98	-11	6	-6
CN(C)CCN(Cc1ccccc1)c1nccc(N(C)C)c1C#N	94	80	10	-9	8	90	-3	2	-8
COc1ccccc1-c1nc(C#N)c(N2CCN(C(c3ccccc3)c3ccccc3)CC2)o1	85	95	5	-15	8	108	-7	8	-6
COc1ccc(C(c2c(C)[nH]n(C(N)=S)c2=O)C(C#N)C#N)cc1 (configuration not stated)	77	72	.	0	0	86	-5	2	0
COc1cccc(C(=O)OCc2ccccc2C#N)c1O	97	105	6	-8	-1	94	-4	-10	9
CCOc1ccc2nnnn2n1	101	103	-8	0	-14	95	-4	-13	12
COc1cccc(C(C(=O)NC2CCCC2)N(Cc2ccccc2OC)C(=O)c2ccco2)c1 (configuration not stated)	86	98	.	2	1	90	-4	-6	6
COc1ccc(NC(=S)NCC2CCCO2)c(OC)c1 (configuration not stated)	.	.	5	-6	7	.	0	-4	3
CCOC(=O)CN1N=C(/C=C/c2ccc(OC)cc2)CCC1=O	.	.	4	14	1	.	-4	-10	12
O=c1c2c3c(sc2ncn1/N=C/c1ccco1)CCCC3	97	90	4	-4	10	107	-4	9	-8
C=CCOc1c(Br)cc(CNc2nccs2)cc1OC	73	92	.	-3	23	95	-5	-16	15
CN(C(=O)c1cccc(C#N)c1)c1nnc(-c2ccccn2)s1	94	104	9	4	-9	99	-2	.	.
COc1ccccc1NC(=O)Cc1nn(C)c(=O)c2ccccc12	89	86	6	5	29	105	-4	0	3
Fc1ccc(-c2nnc(Cc3nnc(-c4ccc(F)cc4)o3)o2)cc1	92	104	10	.	.	95	.	.	.
c1ccc2cc(OCCN3CCCC3)ccc2c1	105	88	1	18	22	97	-3	8	-6
O=CN1CCN(C2CC(=O)N(c3ccc4c(c3)OCO4)C2=O)CC1 (configuration not stated)	98	103	-3	-1	13	99	0	18	-14
O=C(NCc1ccc(F)cc1)C1CCCN(S(=O)(=O)c2cccnc2)C1 (configuration not stated)	.	.	-2	-7	-4	.	-2	-13	15
O=C1CN(C(=O)COc2ncnc3ccccc23)c2ccccc2N1	93	99	9	-9	1	99	-2	4	0
C[C@@H]1C[C@H](Nc2ccccc2)c2ccccc2N1C(=O)c1cccnc1	20*	89	30	4	-9	94	-2	6	0
Cc1ccc2c(c1)NCCO2	97	97	8	0	10	94	-6	-2	1
CCOC(=O)C1=C(SCC)c2cc3c(n2C1=O)CCCC3	58	72	.	6	-9	91	-7	-10	13
Cc1cc(C(=O)CSc2nncs2)c(C)n1-c1ccc2c(c1)OCO2	91	110	27	.	.	89	.	.	.
Cc1ccc(-c2c3c(=O)n(C)c(=O)n(C)c3cn2CCCN2CCOCC2)cc1	.	.	0	3	13	.	-10	6	-3
CCOc1ccc(CC(=O)NNC(=S)Nc2ccccc2)cc1Br	49	110	-5	-11	2	98	-2	4	-5
COc1ccc(CN2C3CCCC2CC(NC(=O)Nc2cccc(C)c2)C3)cc1 (configuration not stated)	74	47	.	1	6	91	-7	-79	79
CN(Cc1ccccc1)C(=O)CN(Cc1ccccc1)S(C)(=O)=O	91	91	.	3	-4	96	-2	3	0
C/C(Cn1nnc([N+](=O)[O-])n1)=N\NC(=O)c1ccccc1	.	.	1	-5	-2	.	-6	-10	10
CCOC(=O)c1[nH]c(C)c(C(=O)Nc2ccc(C)c(F)c2)c1C	20*	73	11	.	.	92	.	.	.
CN(C)CCNc1oc(-c2ccccc2F)nc1C#N	105	92	7	-8	15	104	-4	7	-8
N#CC(=C=[N-])c1nc2ccccc2nc1-[n+]1ccccc1	.	.	-7	8	-2	.	-6	10	-12
Cc1cc(C)n(C(=O)CCCCCCCCC(=O)n2nc(C)cc2C)n1	90	99	6	-3	-8	103	-4	-10	13
COc1ccc(S(=O)(=O)N(C)CC(=O)Nc2ccc(F)cc2)cc1	87	117	17	3	12	97	-3	8	-9
O=C(Cn1cc(C(=O)c2cccs2)c2ccccc21)NC1CCCCC1	81	84	9	11	-13	92	-4	-2	-1
CN1CCNC(=O)C1CC(=O)O (configuration not stated)	89	108	-1	-1	10	101	-2	28	-28
Cc1cccc(-n2c(SCc3cc(=O)n4c(C)cccc4n3)nc3[nH]ncc3c2=O)c1	58	94	8	4	-30	78	17*	18	-21
CC1CCCN(C(c2cccs2)c2nnnn2Cc2ccccc2)C1 (configuration not stated)	96	100	19	-3	14	94	-4	2	0
COC(=O)c1[nH]c2cc(OC)ccc2c1NC(=O)CCN1CCCC(C)(C)C1	.	.	1	4	-4	.	-11	-5	6
O=C(Oc1ccc(Br)cc1)c1cncc(Br)c1	86	89	23	-5	1	103	-5	-1	-2
N#C/C(=C(/O)c1ccco1)c1nc2ccccc2s1	.	.	21	-12	-1	.	-11	5	-2
COc1ccc(C(=O)N2CC3(CC(c4cccc([N+](=O)[O-])c4)=NO3)C[C@H]2C(=O)NCC(N)=O)cc1 (some centres not stated)	.	.	18	6	12	.	-8	4	-3
CSc1nsc(SC)c1NC(=O)OCCc1ccccn1	90	89	4	11	5	94	0	8	-12
CCCSc1nnc(C(C)C)n1N	101	99	21	14	-14	100	2	6	-5
COc1ccc(CCNC(=O)c2nnn(-c3cc(C)cc(C)c3)c2N)cc1OC	85	81	0	7	-13	103	-4	-8	10
Nn1cc(-c2ccccc2)nc1SCC(=O)NC1CCS(=O)(=O)C1 (configuration not stated)	92	82	-9	5	1	96	-6	-9	12
CCCc1cc(C(=O)O)c2ccccc2n1	97	96	-11	1	-23	96	-4	5	-8
Cc1cccc(N(C(=O)C(F)(F)F)C(C(=O)NC2CCCCC2)c2cccs2)c1 (configuration not stated)	.	.	7	-2	6	.	-6	-4	6
Cc1c(NC(=O)COC(=O)C2CC3C=CC2C3)c(=O)n(-c2ccccc2)n1C (configuration not stated)	91	94	19	-1	7	94	-3	0	-1
CCOC(=O)/C(=C\c1cccnc1)C(=O)c1cc(C(C)=O)c(Nc2ccccc2)s1	1.8*	4.1*	90*	-1	60*	19*	15	-7	3
CCSc1nnc(NC(=O)c2cccc3ccccc23)s1	96	101	2	-2	-4	105	-4	-8	7
Cc1ccccc1OCc1nc2ccccc2c(=O)n1/N=C/c1ccco1	87	92	.	1	-6	101	-9	4	-2
Cc1cccc(-n2c(N)cc(=O)nc2SCC(=O)NC2CCCCC2)c1	103	99	3	3	4	99	-2	-1	-1
CCCCc1c(O)nc(SCC(=O)c2ccccc2)[nH]c1=O	101	88	-4	0	7	101	-6	12	-12
O=C(NCCCN1CCCC1=O)c1ccc2c(c1)OCO2	102	94	-3	-8	-9	99	-8	-11	14
CCOC(=O)c1[nH]c2ccc(F)cc2c1NC(=O)CCN1CCSCC1	93	100	-8	-8	8	103	-1	.	.

Screening results deposited in PubChem BioAssay by several laboratories.
